# Pf Dd2 growth: qHTS Primary assay for Inhibitors of Plasmodium falciparum Dd2 growth in vitro; P. falciparum Dd2 growth, SYBR Green, 72 h; Potency, µM (doses to about 28.9 µM), inactives show at the highest dose activity, negative = inhibition, actives largely listed as inhibitors; hit rate 4.3% among 120,000; AID 1347417, 2020; active = well fitted inhibition curve with a large enough effect; inconclusive = small, poorly fitted or top-dose-only effect; inactive = no such curve, though single readings can be large or run the other way;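 note: plate controls were DMSO vehicle for no effect and reference drug for full effect; nearly all actives have a fitted effect of over 65% in size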
#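 Readout: SYBR Green fluorescence, 485 nm excitation, 535 nm emission, after ~16 h lysis at 37C. Before that, Dd2-infected red cells (2.5% hematocrit) grew 72 h with compound, 29 uM top final concentration.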
# Starred values were filed as active, the others as inactive; i = inactive; ? = inconclusive; [ ] = remark or other dose. Potency is the fitted concentration of half-maximal effect. This is a subset; the hit share may differ from the screen's.
SMILES,Pf Dd2 growth
Cc1cc2nc3n(c(=O)c2n1CC(=O)NC(C)CCc1ccccc1)CCCC3 (configuration not stated),i
Cc1cccc(NC(=O)CN2C(=O)NC(c3ccccc3Cl)C3=C2COC3=O)c1C (configuration not stated),?
O=C(NC1CCCC1)c1ccc2c(=O)n(Cc3ccccc3)c(SCc3ccccc3F)nc2c1,14%
COc1ccc(-c2nc(C(C)C)nc3c2CN([S+](=O)([O-])c2cccc(C(F)(F)F)c2)CC3)cc1,i
COc1ccc2cc3cc(C(=O)N4CCN(c5cccc(C(F)(F)F)c5)CC4)sc3nc2c1,43%
CCC(C(=O)NCCn1ccn2nc(-c3cccc(OC)c3)cc2c1=O)c1ccccc1 (configuration not stated),?
CCc1nncn1C1CCN(S(=O)(=O)c2cc(Cl)ccc2OC)CC1,i
CCCc1cc(N2CCC(N3CC(Oc4ccccc4F)C3)CC2)nc(C)n1,?
CN1CCC2(CC1)CN(C(=O)Cn1c(=O)oc3ccccc31)Cc1ccccc1O2,-1%
COc1ccc(OC)c(NC(=O)C2CC(=O)N(c3n[nH]c4cccc(F)c34)C2)c1 (configuration not stated),0%

# Ordered by heavy-atom count (falling): some entries from above
SMILES,Pf Dd2 growth
O=C(NC1CCCC1)c1ccc2c(=O)n(Cc3ccccc3)c(SCc3ccccc3F)nc2c1,14%
Cc1cccc(NC(=O)CN2C(=O)NC(c3ccccc3Cl)C3=C2COC3=O)c1C (configuration not stated),?
Cc1cc2nc3n(c(=O)c2n1CC(=O)NC(C)CCc1ccccc1)CCCC3 (configuration not stated),i
CCCc1cc(N2CCC(N3CC(Oc4ccccc4F)C3)CC2)nc(C)n1,?

# The list goes on:
SMILES,Pf Dd2 growth
Cc1noc(-c2cccn3c(CNC(=O)c4ccc5ccccc5n4)nnc23)n1,i
CN(C)S(=O)(=O)N1CCC(C(=O)N2CCCCCCNC(=O)CC2)CC1,4%
CC(C)C[C@@H](NC(=O)[C@@]1(O)C[C@@H](O)[C@H](O)[C@@H](NC(=O)c2ccc(F)c(Cl)c2)C1)C(N)=O,-14%
CN1CCCN(C(=O)c2ccc(F)cc2)c2ccccc21,i
CNC(=O)c1cc[nH]c1C1CCCN(C(=O)c2cccs2)C1 (configuration not stated),26%
Cc1ccc(-n2nc3c(=O)n(CC(=O)NCCC(C)C)nc(C)c3c2C)cc1,8%
COCCOC1CCOC2(CCN(C(=O)c3sccc3C)CC2)C1 (configuration not stated),?
COc1ccc(-n2cc(-c3ccccc3)c3c(NCCc4ccc(OC)c(OC)c4)ncnc32)cc1,?
COc1cccc2c1cc1c(=O)n(CC(=O)NC3CC3)nc(C)n12,19%
CC1(C)CC(NC(=O)C2CCN(c3nc(-c4ccccc4)nc4c3CCC4)CC2)CCO1 (configuration not stated),?
Cc1cccc(OCC2(CNCC3CCCC3)C[C@@H](O)[C@@H](O)C2)n1 (some centres not stated),-5%[44.1 µM]
COCCNC(=O)[C@@H]1C[C@H](Oc2ccccc2)CN1C(=O)CC1CCCC1,-11%
CCOc1ccc(NCc2cccn2-c2nnc(N3CCC(C(=O)NCCc4ccc(OC)c(OC)c4)CC3)s2)cc1,7.1µM*
COc1cccc(N2C(=O)NC(=NC3CCCC3)C23CCCN(CC2CCCCC2)C3)c1 (configuration not stated),10µM*
O=C1CCN(S(=O)(=O)c2cccc3cccnc23)CCCC(CO)CCN1 (configuration not stated),15%
CC(C)N1CCC(OCCCNC(=O)CN2CCCc3nc(C4CC4)ncc3C2=O)CC1,10%
CN1C(=O)CC(C(=O)O)C12CCN(Cc1cccc(C(=O)O)n1)CC2 (configuration not stated),?
CN(C)C[C@@H]1CN(Cc2ccccc2)C[C@H]1NC(=O)c1cc(C2CC2)[nH]n1,?
COc1ccc(-c2cn3cccnc3n2)cc1NC(=O)c1ccccc1C(F)(F)F,-7%
Cn1cccc1-c1nc(-c2nnn3c2COC(c2ccccc2Cl)C3)no1 (configuration not stated),i

# Reprinted at random: 2 compounds from above, in no set order.
SMILES,Pf Dd2 growth
CN(C)C[C@@H]1CN(Cc2ccccc2)C[C@H]1NC(=O)c1cc(C2CC2)[nH]n1,?
COCCNC(=O)[C@@H]1C[C@H](Oc2ccccc2)CN1C(=O)CC1CCCC1,-11%

# (continued)
SMILES,Pf Dd2 growth
COc1ccc(NC(=O)CCc2nc(C3=CCN(Cc4cccc(C)c4)CC3)no2)c(OC)c1,-10%
O=C(NC1CC1)c1cc(C2CC2)nc2c1c(C1CCCN1)nn2-c1ccccc1 (configuration not stated),?
Cc1noc(C)c1[S+](=O)([O-])N1CC2(C1)C(=O)Nc1ccccc12,3%
COCCOCC(=O)N1CCCCCCNC(=O)[C@@H]2C[C@@H](c3nc(-c4cccnc4)no3)C[C@@H]21,3%
CS(=O)(=O)N1CCCN(Cc2cn[nH]c2-c2cccs2)CCNC(=O)CC1c1ccccc1 (configuration not stated),i
Cc1ccc(-n2nc3c(N4CCC(C(=O)N5CCC(C)CC5)CC4)nnc(C)c3c2C)cc1,0%
COCC(=O)N1CCCc2nc(C)nc(-c3ccc(O)cc3)c2C1,?
COc1cccc(C(=O)N2CCC(N3C[C@H](O)C[C@H]3C(=O)N3CCN(c4ncccn4)CC3)CC2)c1,-4%
COCCN1CCN(C[C@@H]2C=C(C)[C@H](Cc3nnc(-c4cccnc4)o3)C[C@H]2C(C)C)CC1,-16%
O=C(NCc1nnc2cc(-c3nc(C4CC4)no3)ccn12)c1ccc(F)c(F)c1,i

# Reprinted from the part before: 3 entries, followed by the next part.
SMILES,Pf Dd2 growth
COc1cccc(C(=O)N2CCC(N3C[C@H](O)C[C@H]3C(=O)N3CCN(c4ncccn4)CC3)CC2)c1,-4%
COCCN1CCN(C[C@@H]2C=C(C)[C@H](Cc3nnc(-c4cccnc4)o3)C[C@H]2C(C)C)CC1,-16%
O=C(NCc1nnc2cc(-c3nc(C4CC4)no3)ccn12)c1ccc(F)c(F)c1,i
Cc1cc(C(=O)N[C@@H]2CN(Cc3ccccn3)C[C@H]2CN(C)C)n[nH]1,19%
O=C1NCc2ccccc2CC12CCN(Cc1ccc(Cl)cc1)C2 (configuration not stated),-6%
Cc1cc(=O)n(CC(=O)Nc2cccc(C(F)(F)F)c2)c(N2CCOCC2)n1,i
CCCC(=O)NC1CCN(c2ccc(F)cc2)C1=O (configuration not stated),6%
NCC(=O)N1Cc2ccccc2CC2(CCCCN2CC2CCCC2)C1 (configuration not stated),?
COCCn1ccc2c(C3=CCOCC3)nc(-c3cccc4[nH]ncc34)cc21,i
Cc1ccc(-c2nc(-c3nnn4c3COC(c3ccccc3Cl)C4)no2)cc1 (configuration not stated),-9%
CCN1C(=O)Cc2cc(C(=O)NCc3ccc(F)cc3Cl)ccc21,?
O=C(NCCC1CCCCC1)c1ccc2nccn2c1,i
CCC(CC)C(=O)N1CC[C@H]2NC(=O)N(c3ccc(C(C)C)cc3)C(=O)[C@H]21,?
CC(C)CC(C(=O)NCC1CCN(Cc2ccc(F)cc2)CC1)N1Cc2ccccc2C1=O (configuration not stated),-19%
O=C(Cc1cccc(F)c1)N1[C@H]2CC[C@@H]1c1cnc(-c3ccccc3)nc1C2,?
Cc1c(-c2ccccc2F)[nH]c2ccc(CNC(=O)CCN3CCCO3)cc12,i
CN1C(=O)c2cccn2CC1C(=O)NCc1cccs1 (configuration not stated),7%
CCCCCS(=O)(=O)c1oc(-c2cccs2)nc1S(=O)(=O)c1ccc(C)cc1,7%
Cc1cccc(N2CCN(S(=O)(=O)c3ccc(-c4cnc(C5CC5)o4)cc3)CC2)c1C,?
Cn1c([C@H]2CCN(Cc3cnc4ccccc4c3)C2)nc2ccccc21,i
O=C(Nc1cccc(-c2ccco2)c1)C1CCN(C(=O)NCc2ccco2)CC1,i
CCC1(N2CCN(C(=O)c3ccc(F)c(Cl)c3)CC2)CCN(S(C)(=O)=O)C1 (configuration not stated),-15%
CCc1ccc(NC(=O)Nc2cn(C)c(=O)c3ccccc23)cc1,20%
CCC(c1ccccc1)N1Cc2cc(NS(=O)(=O)c3ccc(F)cc3)ccc2OC(C)C1=O (configuration not stated),i
Cc1ccc(S(=O)(=O)N2CCN(C3CCN(C)C3=O)CC2)cc1C (configuration not stated),-14%
Cc1cccc(NC(=O)c2oc3c(c2C)-c2[nH]ncc2CC3)c1C,i
Cn1ccnc1CNCC1(COc2cccnc2)C[C@@H](O)[C@@H](O)C1 (some centres not stated),-18%
CC(C)COc1ccc(C(=O)NCC2OCCc3ccccc32)cc1 (configuration not stated),14%
O=C(c1ccsc1)N1CC[C@@H]2COCCN(Cc3ccccc3)[C@@H]2C1,-7%
COC(=O)CNC(=O)c1cc(-c2ccc([S+](C)(=O)[O-])cc2)nc2c1cnn2C,7%
COc1ccc(-c2cn3nc(N4CCC(C(=O)NCc5cccc(Cl)c5)CC4)sc3n2)cc1,-6%
COc1cccc(-c2ccc(CN3CCN(c4ccc(Cl)nn4)C(=O)C3)cc2)c1,?
COc1cc(CN2C[C@@H](CO)[C@H](C3CCN(C(C)=O)CC3)C2)ccc1F,?
CNC(C)c1cccc(Cl)c1 (configuration not stated),-15%[44.1 µM]
O=C(Cn1nc2c(cc1=O)CCCCC2)N1CCN(CCc2ccncc2)CC1,-6%
CC(C)c1ccc2oc(-c3ccc(NC(=O)c4cccc(Br)c4)cc3)nc2c1,?
CCN1CCCC12Cc1ccccc1CN([S+](=O)([O-])c1ccccc1)C2 (configuration not stated),?
COC(=O)c1ccc(-c2noc(C[C@@H]3O[C@H](CNS(C)(=O)=O)[C@@H](O)[C@H]3O)n2)cc1,9%[44.1 µM]
COc1cc2cc(CNc3ccccc3)c(=O)n(CC(=O)Nc3ccc(C)c(Cl)c3)c2cc1OC,43%[activator]
COc1ccc(C(=O)CSc2c(C(C)C)cnc3c2c(=O)n(C)c(=O)n3C)cc1,i
CCOC(=O)c1ccc(NC(=O)c2cnn3c(=O)c4c(n(CC)c23)CCN(Cc2ccc(OC)cc2)C4)cc1,?
Cc1nc(C2CCN(C(=O)CNC(N)=O)CC2)cc(N2CCOCC2)n1,-7%
COc1cc(Cl)c(C)cc1Nc1c2c(nc3ccccc13)CCC2,8.9µM*
COc1ccccc1C(=O)Nc1ccc2c(c1)CN(Cc1ccc(F)cc1)C(=O)C(C)O2 (configuration not stated),?
Cc1noc([C@@H]2CN(Cc3c(C)n[nH]c3C)C[C@H]2CO)n1,34%[activator]
CCOc1ccc(NC(=O)C2(c3cccs3)CCOCC2)cc1,49%[activator]
Cc1ccc(Nc2ncnc3c2cnn3-c2ccc(C)cc2)cc1,-27%
CCc1ccc(N2CC(c3noc(C4(c5ccc(OC)cc5)CC4)n3)CC2=O)cc1 (configuration not stated),9%
CCn1cc(C(=O)NCCc2ccc(Cl)cc2)c(=O)c2cc(S(=O)(=O)N3CCC(C)CC3)ccc21,-20%
Cc1onc(-c2cnn(C)c2NCCc2ccccc2)c1C(=O)N1CCN(C)C(=O)C1,-12%[44.1 µM]
CC(C)CCN1CCCC(COc2ccccc2C(=O)NC2CC2)C1 (configuration not stated),i
O=C(NC1CCN(c2cc(-c3ccc(F)cc3)[nH]n2)CC1)c1ccc2[nH]ccc2c1,?
CC(C)(C)CC(=O)N1CC[C@@H](CC(=O)O)[C@@H](CCN2CCC[C@H]2C(N)=O)C1,9%[44.1 µM]
# (listing goes on)
SMILES,Pf Dd2 growth
COc1ccc(NC(=O)C(NS(=O)(=O)c2cccc3nsnc23)c2ccccc2)cc1 (configuration not stated),6%
COC(=O)[C@H](Cc1ccc(OC)cc1)NC(=O)[C@@H]1CN(C(=O)c2cccc(F)c2)CCN1C(=O)N1CCOCC1,-17%
COc1ccc(-c2cn3c(n2)sc2cc(C(=O)NCCCN4CCN(C)CC4)ccc23)cc1,2.5µM*
CC(Cc1cnccn1)NC(=O)c1csc2nc(-c3cccc(C(F)(F)F)c3)cn12 (configuration not stated),-17%
COc1ccccc1CCC(=O)N1CCC(Cc2nncn2C)CC1,-8%
CN1CCN([C@H]2CCN(C(=O)c3ccc(C#N)nc3)C[C@H]2CCCO)CC1,13%
CC(=O)Nc1ccc(S(=O)(=O)NC2(C(F)(F)F)NC(=O)N(c3ccc(Cl)cc3)C2=O)cc1 (configuration not stated),54%[activator]
Cc1ccc(CN2C[C@@H](NC(=O)c3cccnc3)C[C@H]2CO)s1,54%[activator]
Cc1ccc(Cl)cc1NC(c1ccc(F)cc1)c1nnc(-c2ccccc2)o1 (configuration not stated),13µM*
Cc1cccc(OC[C@H]2C[C@@H](NC(=O)C3CCCC3)[C@H](O)[C@@H]2O)n1,7%[44.1 µM]

# Laid out differently: two of the compounds above
canonical_smiles	Pf Dd2 growth
Cc1cc2nc3n(c(=O)c2n1CC(=O)NC(C)CCc1ccccc1)CCCC3 (configuration not stated)	i
CC1(C)CC(NC(=O)C2CCN(c3nc(-c4ccccc4)nc4c3CCC4)CC2)CCO1 (configuration not stated)	?

# Carrying on.
SMILES,Pf Dd2 growth
CCOc1cccc(CNC(=O)c2c(OCC(C)C)cc(=O)n3c2CCCCC3)c1,?
O=C(NCc1ccc(F)cc1)C1CCc2nnc(C3CCN(C(=O)Nc4ccc(Cl)cc4)CC3)n21 (configuration not stated),-16%
Cn1c(=O)n(C)c2cc(N3CCOCC3)c(NC(=O)c3ccccc3Br)cc21,10%
Cc1cc(Br)ccc1NC(=O)c1sc2ncn(Cc3ccccc3Cl)c(=O)c2c1C,11%
COc1ncccc1-c1cc2c(nc1-c1ccccc1)nc(C(=O)NCCN(C)C)n2C,i
O=[S+]([O-])(c1ccccc1)N1CC2(COCCN(Cc3ccc(Cl)cc3)C2)C1,?
COc1ccc(C(CNC(=O)COc2ccc(Cl)c(C)c2)N2CCOCC2)cc1 (configuration not stated),3.5µM*
CN(Cc1ccccc1)Cc1cn(C[C@H]2CC3CCN2C[C@@H]3C(=O)NCc2ccc(F)cc2)nn1 (some centres not stated),10µM*

# Screening results from PubChem BioAssay.
